# MsrA inh = inhibits bovine methionine sulfoxide reductase A | 360,000 tested, 0.75% active | purified bovine MsrA, absorbance read-out | AID 651718 | inhibition, % at 15.5 µM; in the data active = inhibition above about 4.5%;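 also: 0% = vehicle wells with enzyme and 100% = reference inhibitor wells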
# E coli Lon inh = inhibits E. coli Lon protease; P0A9M0; purified E. coli Lon protease, fluorescence polarization; inhibition, % at 7.94 µM; 360,000 tested, 0.42% active; in the data active = inhibition above about 13%, passing the limit was not always enough;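 also: 0% = enzyme with probe and DMSO and 100% = no enzyme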
# Target sequence (P0A9M0 whole entry, looked up): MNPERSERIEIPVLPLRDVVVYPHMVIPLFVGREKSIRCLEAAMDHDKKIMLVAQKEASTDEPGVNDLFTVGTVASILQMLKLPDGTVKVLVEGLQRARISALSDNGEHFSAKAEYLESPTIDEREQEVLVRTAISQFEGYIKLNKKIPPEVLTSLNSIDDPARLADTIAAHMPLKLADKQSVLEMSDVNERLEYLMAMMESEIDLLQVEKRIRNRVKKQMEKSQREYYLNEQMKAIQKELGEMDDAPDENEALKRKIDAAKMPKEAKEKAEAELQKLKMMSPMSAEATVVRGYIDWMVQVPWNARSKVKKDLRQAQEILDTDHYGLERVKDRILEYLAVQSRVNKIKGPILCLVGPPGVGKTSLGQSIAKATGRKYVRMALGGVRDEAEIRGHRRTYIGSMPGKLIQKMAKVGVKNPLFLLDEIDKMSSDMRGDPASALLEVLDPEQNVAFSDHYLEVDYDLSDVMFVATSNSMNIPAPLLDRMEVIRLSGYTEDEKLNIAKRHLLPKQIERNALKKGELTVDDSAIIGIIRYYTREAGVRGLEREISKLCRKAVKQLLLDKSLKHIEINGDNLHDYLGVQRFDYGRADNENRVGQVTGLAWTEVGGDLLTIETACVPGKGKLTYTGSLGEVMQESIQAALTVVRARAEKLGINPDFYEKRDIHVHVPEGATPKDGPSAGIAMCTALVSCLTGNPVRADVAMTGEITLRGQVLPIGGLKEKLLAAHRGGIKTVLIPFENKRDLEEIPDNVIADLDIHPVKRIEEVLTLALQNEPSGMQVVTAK
# Tb MetRS inh = blocks T. brucei methionyl-tRNA synthetase activity; 360,000 tested, 0.4% active; purified T. brucei MetRS, ATP depletion, Kinase-Glo luminescence; inhibition, % at 11.9 µM;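 active = inhibition above a per-plate cutoff of the control wells' mean inhibition plus 3 SD, cut at about 5.5% in these data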;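 also: 0% = DMSO wells median and 100% = median of wells with control inhibitor compound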
#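 Test system: purified T. brucei MetRS enzyme. Also added: ATP, methionine and E. coli bulk tRNA substrates. Compound: 11.9 µM single point. Schedule: 15 min enzyme-compound preincubation, 2 h reaction, 10 min detection, 25 °C. Signal: luciferase luminescence of residual ATP, Kinase-Glo. Evaluation: percent inhibition versus plate control medians. Controls: DMSO wells, low control.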
# LMPTP inh = blocks human LMPTP phosphatase | recombinant LMPTP-A, OMFP fluorogenic substrate, fluorescence intensity | inhibition, % at 20 µM | 360,000 tested, 0.22% active | AID 651560;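 active = compounds that cut the enzyme signal by at least half of the control window in the single-dose screen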;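 also: plate controls were DMSO wells with enzyme plus substrate for no effect and substrate without enzyme for full effect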
# Target sequence (P24666 whole entry, looked up): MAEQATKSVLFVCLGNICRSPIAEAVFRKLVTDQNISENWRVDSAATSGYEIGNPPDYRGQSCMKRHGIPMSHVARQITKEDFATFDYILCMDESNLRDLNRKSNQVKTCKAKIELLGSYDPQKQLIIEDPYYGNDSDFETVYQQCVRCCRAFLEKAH
#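 Assay system: LMPTP-A, protein tyrosine phosphatase of low molecular weight / Medium: pH 6.0 Bis-Tris buffer with DTT and Triton X-100 / Schedule: 50 min enzyme reaction at room temperature, protected from light / Measured by: endpoint fluorescence intensity from OMFP dephosphorylation / Read-out basis: % inhibition relative to no-enzyme and uninhibited control wells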
# Scp-1 inhibitor = blocks human Scp-1 phosphatase activity; Q9GZU7; Recombinant Scp1, phosphopeptide, malachite green phosphate absorbance; inhibition, % at 20 µM; 340,000 tested, 0.88% active;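 active = inhibition above about 50% at 20 µM, limit read from the data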;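 also: plate controls were DMSO wells with enzyme for no effect and wells lacking enzyme for full effect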
#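 Test system: SCP-1 catalytic domain; Buffer or medium: Acidic Tris acetate buffer with magnesium and detergent; Also added: Phosphorylated 17-residue peptide substrate; Compound: single 20 µM dose, 1% DMSO; Schedule: enzyme reaction 45 min at room temperature, colour 5 min, stabilisation 30 min; Signal: Phosphate-binding colour reagent, absorbance read at 630 nm.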
# MsrA act = activates bovine MsrA enzyme. purified bovine MsrA, absorbance read-out. 360,000 tested, 0.3% active. activation, % at 10.6 µM; in the data active = activation above about 7.5%;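 also: 0% = vehicle and 100% = reference activator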
# SUMO1-SIM PPI = alters human SUMO1 binding to SIM partners | P63165 | SUMO1 binding to a labelled peptide, TR-FRET, 1 h | inhibition, % at 20 µM | 360,000 tested, 0.33% active; in the data active = inhibition above about 37%
# Target sequence (P63165 whole entry, looked up): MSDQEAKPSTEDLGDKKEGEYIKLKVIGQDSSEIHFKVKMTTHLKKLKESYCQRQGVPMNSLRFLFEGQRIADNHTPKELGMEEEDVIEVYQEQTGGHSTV
# DNMT1 block = blocks human DNA methyltransferase DNMT1. P26358. inhibition (reported as % activation of signal), % at 10 µM. 360,000 tested, 0.83% active. DNMT1 molecular beacon, Hinp1I cleavage, fluorescence. AID 588458; in the data active = inhibition above about 50%
# CendR NRP1 mod = modulators of CendR peptide binding to human neuropilin-1; 360,000 tested, 0.85% active; FAM-RPARPAR peptide binding to NRP-1, fluorescence polarization; AID 602438; inhibition, % at 25 µM; O14786;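 active = inhibition or corrected inhibition above about 18%, plus a signal ratio from 0.5 to 1.5, limit read from the data, passing the limit was not always enough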; also: strong numbers were not always called active
# STEP block = inhibitors of human striatal-enriched phosphatase STEP; P54829; recombinant STEP, OMFP fluorogenic substrate, fluorescence; inhibition, % at 20 µM; 360,000 tested, 0.25% active;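 active = inhibition at 20 µM, scaled per plate between control wells, above about 37%, limit read from the data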;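 also: 0% = DMSO with enzyme and substrate and 100% = substrate only without enzyme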
#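 System: STEP phosphatase, cell-free reaction; Buffer or medium: Bis-Tris pH 6.0 buffer with DTT, detergent; Incubation: 20 min at room temperature, dark; Measured by: fluorescence, 480/540 nm.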
# * marks the source's active call; other numbers are inactive results; nt = no result given. Rows are unselected; overall some 4.3% were active at least once.
MsrA inh,E coli Lon inh,Tb MetRS inh,LMPTP inh,Scp-1 inhibitor,MsrA act,SUMO1-SIM PPI,DNMT1 block,CendR NRP1 mod,STEP block,Compound
0.4,1.3,-0.3,-1.5,-1.1,-3.5,-0.6,1.9,3.6,1.0,CC(O)C1C(=O)OC2(C)CC(C)(C)NC(=S)N12 (stereo not drawn)
1.4,2.1,-0.9,0.7,-4.9,-0.5,-2.2,-13.1,-13.9,3.2,COCCCNC(=O)CSc1nc2ccc(N3CCOCC3)cc2c(=O)n1CCc1ccccc1
0.3,5.2,-2.1,4.4,4.5,-13.0,0.5,9.8,8.1,1.5,CCCNC(=O)NC(=O)CSc1nncs1
-0.3,-9.5,-0.2,-1.6,-3.3,-2.5,8.6,-0.3,2.0,-2.8,CCOc1ccc(NC(=O)CC2C(=O)N(CC)C(=S)N2NC(=O)c2ccncc2)cc1 (stereo not drawn)
-0.2,-10.2,0.0,0.7,-4.5,-1.3,-3.6,0.2,-0.1,2.2,CS(=O)(=O)Oc1ccc(Br)c2cccnc12
-0.2,3.4,0.2,2.1,-8.8,0.5,1.1,10.5,13.8,2.5,C[C@@H]1C[C@H]2[C@@H]3C[C@H](F)C4=CC(=O)C=C[C@]4(C)[C@@]3(Cl)[C@@H](O)C[C@]2(C)[C@H]1C(=O)COC(=O)C(C)(C)C
1.5,3.9,-1.5,-1.7,-8.2,-7.9,-19.3,1.1,0.5,0.4,Cc1ccc(C(=O)COC(=O)c2c(C)cc(=O)oc2C)cc1[N+](=O)[O-]
-1.3,3.0,-0.2,-0.8,-2.7,-0.4,-3.4,0.1,1.1,1.0,CC12CCC(C(=O)NC3CCCC3)(CC1=O)C2(C)C (stereo not drawn)
-0.4,5.7,-0.6,-0.8,-2.3,-9.2,0.9,-0.6,2.2,1.4,CC(=O)Nc1cccc(NC(=S)Nc2cccc(Cl)c2Cl)c1
0.5,1.8,-0.3,3.5,nt,-0.1,-1.6,-3.1,-22.0,-2.0,CCc1nn(CCCC(=O)NC2CCCCC2C)c(=O)c2cc3occc3n12 (stereo not drawn)
0.8,-9.6,0.0,-1.3,nt,-5.5,-2.0,1.7,9.8,-4.0,C[C@@H]1CN([C@@H](C)CO)C(=O)CCCn2nncc2CO[C@H]1CN(C)S(=O)(=O)c1ccc(Cl)cc1
1.8,-1.2,0.0,1.5,-5.2,-2.2,4.8,-2.6,1.5,3.3,CCCCNC(=O)/C(=C/c1ccco1)NC(=O)c1ccco1
1.4,7.6,-0.3,-6.4,1.2,-4.0,-19.5,2.6,5.3,-1.8,CCOCCCn1c(SCC(=O)Nc2oc(C)c3c(C)n[nH]c(=O)c23)nnc1-c1ccncc1
1.8,-3.7,0.1,1.5,-4.8,-0.8,-14.2,7.2,-8.7,-0.1,COC(=O)c1cc2c(s1)-c1ccccc1OC2
0.7,-7.2,-0.3,-1.1,-7.5,-3.0,-0.6,0.3,-16.0,-0.6,Cc1nn(C2CCS(=O)(=O)C2)c(C)c1CN(C)C(=O)c1ccc(S(=O)(=O)N(C)C)cc1 (stereo not drawn)
0.1,-3.0,0.3,-1.0,-0.1,0.2,0.1,-0.7,-7.0,0.1,Cc1cc(C)n(-c2ccc(C(=O)Nc3ccc4c(c3)OCCO4)cc2)n1
0.7,-0.9,0.3,-0.5,-5.7,-1.2,6.2,0.8,13.3,1.5,O=C(Nc1cc(=O)[nH]c(=O)[nH]1)c1cccc(C(F)(F)F)c1
0.5,-6.9,0.1,-0.1,0.2,-0.1,4.0,-4.2,-7.5,1.9,COc1ccc(OC)c(-c2csc3nnc(SCC(=O)Nc4ccc(NC(C)=O)cc4)n23)c1
-1.8,-5.3,-0.4,-1.1,2.3,5.1,-0.1,-0.3,-2.3,1.0,CC(C)[C@H](NC(=O)c1ccccc1)C(=O)OCC(=O)NCC1CCCO1 (stereo partly drawn)
1.5,-2.2,-0.2,1.8,60.5*,-1.3,3.1,-0.9,5.4,-0.3,CCn1cc(S(=O)(=O)c2ccc(C)cc2)c(=O)c2cc(F)c(N3CCN(C)CC3)cc21
0.9,-2.1,0.0,-0.1,-6.1,-1.1,-0.6,2.8,7.2,1.6,O=C(NC1CCCCCC1)C1CCN(C(=O)c2ccc(Cl)cc2)CC1
0.1,5.4,-0.7,-1.5,-7.2,-7.4,3.7,0.5,4.8,-2.4,COc1ccc(OCCC(=O)OCC(=O)NC(=O)NC(C)C)cc1
0.7,-8.8,-0.4,-0.6,-3.8,-3.1,5.1,16.1,25.2*,1.2,CCOC(=O)c1ccc(-c2c(-c3cc(OC)c(OC)c(OC)c3)noc2C)cc1F
1.0,-6.8,-0.4,1.3,-1.2,5.5,8.6,2.4,-5.7,-0.3,COC(=O)c1cnc(Oc2ccc(NC(=O)NC(=O)c3c(OC)cccc3OC)cc2)cc1C(F)(F)F
1.5,-3.6,-0.6,-0.2,-2.0,-3.6,-2.5,1.6,-5.2,-3.3,CCN(CC)c1cnn(C/C(=N\OC)c2ccc(Cl)cc2)c(=O)c1Br
-0.8,-3.8,0.2,0.1,3.5,-1.3,-2.3,1.5,4.0,2.1,Cc1ccc(N2CC(C(=O)Nc3ccc4c(c3)OCO4)CC2=O)cc1C (stereo not drawn)
-0.7,7.6,0.2,-1.5,-7.8,-4.1,-4.5,1.2,-4.7,-1.6,Cc1ccc(Cn2nc(C)c(NC(=O)C3(C)CC3(Br)Br)c2C)cc1 (stereo not drawn)
-0.6,-2.7,0.0,2.4,0.2,-4.0,1.0,5.0,18.0,4.9,O=C(Oc1ccc(-c2ccccc2)cc1)C1C2CCCCC21 (stereo not drawn)
3.1,-6.6,-0.2,1.4,-6.0,-5.2,-11.6,-5.2,2.7,0.4,COc1ccc(-c2[nH]ncc2N=Nc2ccccc2)cc1
1.7,7.9,-0.1,-0.6,-4.3,-1.5,-2.8,1.3,-10.9,-3.8,O=C(/C=C/c1ccccc1)NC(=S)NNC(=O)c1cccnc1
-0.1,-0.9,-0.3,-0.3,2.2,-5.8,1.7,-3.1,-1.3,-3.4,O=C(O)c1ccc(-n2nc(C(F)(F)F)cc2-c2cccs2)cc1
0.2,-6.9,0.4,-1.0,-6.2,-2.9,1.4,-1.4,1.8,-0.5,CN(C)S(=O)(=O)c1ccc(N2CCCC2)c(C(=O)Nc2ccccc2F)c1
2.8,0.2,-0.4,-1.4,-5.3,-2.1,5.1,0.1,6.6,-0.8,Cc1cc(Cl)ccc1C(=O)C1CCCN(C(=O)c2cnn(C(C)C)c2)C1 (stereo not drawn)
0.1,-5.0,-1.2,-1.4,-9.5,0.7,-0.9,11.8,4.4,-0.4,COc1ccccc1C(=O)Nc1nnn(C)n1
-0.2,-5.8,1.3,-0.8,-0.3,-0.3,1.0,0.6,10.6,3.1,C=C(C)Cn1c(SCCN2CCOCC2)nc2c1c(=O)[nH]c(=O)n2C
-0.9,-1.2,-0.1,-0.2,-4.7,0.8,-2.7,4.8,19.0,3.2,CCCn1nnc(NC(=O)c2ccc(Br)o2)n1

# 5 compounds already listed, arranged by the value under STEP block, highest first:
compound | STEP block
CCCn1nnc(NC(=O)c2ccc(Br)o2)n1 | 3.2
C=C(C)Cn1c(SCCN2CCOCC2)nc2c1c(=O)[nH]c(=O)n2C | 3.1
Cc1ccc(N2CC(C(=O)Nc3ccc4c(c3)OCO4)CC2=O)cc1C (stereo not drawn) | 2.1
Cc1cc(Cl)ccc1C(=O)C1CCCN(C(=O)c2cnn(C(C)C)c2)C1 (stereo not drawn) | -0.8
CCN(CC)c1cnn(C/C(=N\OC)c2ccc(Cl)cc2)c(=O)c1Br | -3.3

# Quoted from the listing.
# Entry of `O=C(Nc1cc(=O)[nH]c(=O)[nH]1)c1cccc(C(F)(F)F)c1` under Tb MetRS inh: 0.3
# Entry of `O=C(O)c1ccc(-n2nc(C(F)(F)F)cc2-c2cccs2)cc1` under STEP block: -3.4

# Carrying on.
MsrA inh,E coli Lon inh,Tb MetRS inh,LMPTP inh,Scp-1 inhibitor,MsrA act,SUMO1-SIM PPI,DNMT1 block,CendR NRP1 mod,STEP block,Compound
-1.0,-2.4,-0.8,-1.7,-2.6,-4.6,-0.1,-1.1,-9.8,-4.8,COc1ccc(CN2CC(C(=O)NCCC(C)C)CC2=O)cc1 (stereo not drawn)
-1.1,-6.3,-0.1,1.6,-4.8,-0.3,4.8,-16.2,2.5,6.1,COC(=O)CSc1nnc(NC(=O)C2CC(=O)N(c3ccc(F)cc3)C2)s1 (stereo not drawn)
2.5,4.9,-1.4,-0.1,2.5,2.5,-6.7,-4.1,-7.5,-1.3,O=C(N/C(=C/c1ccco1)C(=O)N1CCCC1)c1cccs1
-1.0,2.9,0.1,1.0,-10.4,-2.2,1.1,-0.1,-5.1,-2.9,CN(c1cccc(NS(=O)(=O)c2ccccc2)c1)S(C)(=O)=O
-0.8,-5.8,-0.4,-0.5,-13.4,-3.6,4.5,-1.4,6.9,-1.3,COc1ccc(-c2cc(C)no2)cc1S(=O)(=O)Nc1ccccc1
0.7,-5.7,-0.7,-0.7,-5.2,-3.2,-2.6,5.2,-12.2,-1.8,O=C(NC1CCCCC1)C1CCN(c2cnccn2)CC1
1.1,-3.1,0.2,0.8,-4.3,-1.5,10.8,2.8,-13.3,-3.1,CSc1nc(O)c(C(c2ccc(F)cc2)c2c(O)nc(SC)[nH]c2=O)c(=O)[nH]1
0.6,2.5,-0.2,-1.4,-8.4,-2.5,-1.8,-1.7,1.6,-0.4,Cn1c(=O)n(-c2ccc(Cl)cc2)c(=O)c2c3c(sc21)COC(C)(C)C3
-1.0,-4.6,0.8,-0.9,-1.8,-2.1,2.0,6.7,9.2,0.3,O=C(c1ccco1)N1CCN(Cc2cccc(F)c2)CC1
1.1,1.4,-0.2,-3.3,-7.9,-3.0,4.2,2.4,3.8,5.0,Cc1ccc(CN2CCN(Cc3ccncc3)CC2CCO)o1 (stereo not drawn)
1.5,1.6,-0.1,-0.4,-0.3,-2.3,3.0,-0.4,10.7,-2.3,CCOC(=O)Cc1c(C)nc(SC)[nH]c1=O
3.9,6.0,0.2,1.3,-7.3,-9.0,-1.9,8.1,24.7*,17.8,O=C(O)c1cc(Nc2cc(Cl)c3nonc3c2[N+](=O)[O-])ccc1O
1.8,-7.6,-0.3,-0.8,-2.2,-1.5,3.5,2.9,5.0,0.1,CCOC(=O)CSc1nnc(-c2ccc(OC)cc2)n1CC
-0.2,-3.3,-0.3,-0.2,-5.6,-1.5,3.2,5.0,6.2,-3.4,CCc1cc2c(N3CCCCC3)ncnc2s1
2.8,-2.7,0.3,13.8,-0.3,-1.6,-4.1,-11.1,-4.7,10.4,CN1CCN(c2nc(-c3ccc(Cl)s3)cs2)CC1
-0.2,7.2,0.0,-1.9,-7.7,-1.6,-0.9,-0.4,6.9,-1.2,CC(C)(C)c1ccc(C(=O)OCCN2CCCCC2)cc1
